High-throughput results deposited in PubChem BioAssay by several laboratories.
M17LAP inhibition: P. falciparum M17LAP inhibitors, primary screen, biochemical, fluorogenic H-Leu-NHMec substrate, 1536-well (AID 1619) | recombinant M17LAP, H-Leu-NHMec fluorogenic kinetic assay; higher % means a stronger effect | inhibition, % at 30 µM, or IC50 in µM where a hit was titrated | 220,000 tested, 0.38% active;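 active = compound inhibiting the enzyme by more than half at any dose during confirmatory dose-response retesting; inconclusive = strong single-dose inhibitors picked by rank but not retested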;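 also: plate controls were full reaction with DMSO carrier for no effect and no enzyme background for full effect; strong numbers were not always called active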
NOD2 inhibition: NOD2 signaling inhibitors, cell-based, luminescence, uHTS, HEK293 (AID 1566); HEK293 NOD2/NF-kB luciferase reporter, luminescence; higher % means a stronger effect; one-dose inhibition, % at 4 µM; EC50 in µM for titrated hits; 290,000 tested, 0.63% active; also: many of its hits are not listed in these tables
XIAP antagonists: small molecules displacing peptide from XIAP – biochemical, IAP family, fluorescence polarization (AID 1018); 200,000 tested, 0.007% active; XIAP BIR domain, fluorescence polarization peptide displacement; higher % means a stronger effect; one-dose displacement, % at 20 µM; IC50 in µM for titrated hits; in the data active = displacement above about 50%; also: a part of the inactive calls stands beside numbers as strong as those of hits
P. falciparum M1AAP: malaria alanyl aminopeptidase activity blockers – biochemical, fluorogenic H-Leu-NHMec substrate, 1536-well (AID 1445). 220,000 tested, 0.42% active. inhibition, % at 30 µM, or IC50 in µM where a hit was titrated. recombinant M1AAP, H-Leu-NHMec fluorogenic kinetic assay; higher % means a stronger effect;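 active = primary inhibition above the hit cutoff, then over 50% inhibition at one or more dose response concentrations, cut at about 23% in these data, passing the limit was not always enough; inconclusive = conflicting primary data, or primary hits not chosen for dose response; inactive = low primary inhibition, or under 50% at every dose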;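 also: plate controls were DMSO full reaction for no effect and no enzyme background for full effect; strong numbers were not always called active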
Hep lipid drop: modulators of hepatic lipid droplet formation. AML12 mouse hepatocytes, oleate lipid droplets, BODIPY imaging. 240,000 tested, 0.4% active. inhibition, % at 6.5 µM;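 active = lipid droplet intensity inhibited by at least 50%, with more than 500 cells counted; inconclusive = wells with under 300 cells, treated as cytotoxic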
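Assay system: AML12 hepatocytes (mouse); Probe or stimulus: oleic acid at 100 µM to induce lipid droplet formation; Dosing: compound at 6.5 µM only; Schedule: compound with oleate, overnight; Detection: fluorescence imaging, 20x objective, two fields per well; Measure: % inhibition of lipid droplet signal.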
ER stress rescue: rescue of cells from ER stress-induced death, primary screen, 384-well, CSM14.1, thapsigargin, ATP luminescence (AID 1222). CSM14.1 thapsigargin-induced death rescue, ATP luminescence; higher % means a stronger effect. 190,000 tested, under 10 active. cellular ATP content (survival), % at 20 µM; hits with a dose series show EC50 in µM;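 active = EC50 below 50 µM in the dose-response confirmation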;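 also: death triggered by thapsigargin at about 15 µM added after 2 h compound pretreatment; cell ATP read after overnight thapsigargin exposure of roughly 18 to 22 hours; normalized against plate controls of thapsigargin alone and 5% DMSO vehicle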
SIAH1 antagonists: blockers of Siah-1 interaction with plectin peptide – biochemical, fluorescence polarization, rhodamine-plectin, uHTS, primary screen (AID 1817); Siah-1 / rhodamine-plectin peptide fluorescence polarization; higher % means a stronger effect; displacement, % at 20 µM, or IC50 in µM where a hit was titrated; 290,000 tested, 0.02% active;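 active = displacement of at least 50% at 20 µM, with a fluorescence ratio check between 0.3 and a set limit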;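 also: plate controls were Siah plus tracer with DMSO for no effect and tracer alone without Siah for full effect; strong numbers were not always called active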
AID2073: inhibitors of Mint1-CaV2.2 protein interaction, biochemical, HTRF (AID 2073) | 290,000 tested, 0.19% active | HTRF protein-protein interaction, Mint1-CaV2.2; higher % means a stronger effect | inhibition, % at 20 µM; hits with a dose series show IC50 in µM; in the data active = inhibition mostly above about 51%, no sharp cut-off; inconclusive = no clear call, values can overlap the other calls; inactive = mostly below about 53%; also: some results filed as inactive read as strong as hits
LYP inhibition: PTPN22 lymphoid phosphatase activity blockers – biochemical, fluorescence intensity, uHTS (AID 1779). recombinant LYP phosphatase, fluorescence intensity; higher % means a stronger effect. one-dose inhibition, % at 11.5 µM; IC50 in µM for titrated hits. 290,000 tested, 0.054% active;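 also: plate controls were vehicle with enzyme for no effect and no enzyme for full effect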
Hep lipid drop cells 6.5 µM: also measured in Hep lipid drop; calls as there; cell count; measured here: cell count, cytotoxicity flag;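 cells counted across two imaged fields per well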
Active calls of the source: *; ? = inconclusive; / = not tested or not shown. Rule as the data show it, unless noted: active = inhibition above about 50%; inactive = the rest.

Values run as follows: M17LAP inhibition | NOD2 inhibition | XIAP antagonists | P. falciparum M1AAP | Hep lipid drop | Hep lipid drop cells 6.5 µM | ER stress rescue | SIAH1 antagonists | AID2073 | LYP inhibition
CC(=O)c1c(C)[nH]c(C(=O)OCc2ccccc2F)c1C
→ -13% | -16% | -9.0% | -3% | 13 | 678 | -1.6% | 0% | -9% | -7%
CC(C)(Cl)C1Cc2cc3ccc(=O)oc3cc2O1 (stereo not drawn)
→ -9% | -40% | -2.2% | -2% | / | / | 0.8% | -3% | 17% | -10%
COC(=O)C1=C(CSc2nncn2C)NC(=O)NC1c1cc(C)ccc1C (stereo not drawn)
→ -1% | 3% | -3.7% | 2% | -19 | 550 | -2.0% | 4% | -31% | 2%
COC(=O)c1ccc(C(=O)OC)c(NC(=O)CN(C)Cc2cccc(Cl)c2Cl)c1
→ 17% | 7% | -14% | 1% | -10 | 634 | -1.6% | 4% | 2% | 3%
O=C(CCn1c(=O)oc2cc(Cl)ccc21)Nc1ccc(N2CCOCC2)cc1
→ / | -7% | / | / | -13 | 795 | / | 6% | 1% | -3%
COc1ccc(C(=O)N/N=C(\C)CC(=O)Nc2cccc(C(F)(F)F)c2)cc1
→ 6% | -11% | / | 8% | 0 | 668 | / | -10% | 13% | -4%
Cc1ccc(NC(=O)C(=O)NCc2ccncc2)cc1
→ -1% | -10% | -9.9% | -7% | -4 | 716 | / | 2% | -1% | -8%
O=C(CSC(=S)N1CCOCC1)Nc1nccs1
→ -2% | 24% | / | -1% | 39 | 754 | / | 15% | 8% | -5%
CCCOP(=O)(OCCC)c1c([N+](=O)[O-])cc(C(F)(F)F)cc1[N+](=O)[O-]
→ 9% | 16% | -4.8% | -1% | -8 | 808 | 0.5% | 1% | -4% | -7%
Cc1ccc(-n2cc[nH]c2=S)c(C)c1
→ -10% | 12% | -2.1% | -19% | -5 | 703 | 0.2% | 3% | -2% | -2%
N#C/C(=C/c1cn[nH]c1-c1cccc(Br)c1)C(=O)O
→ 2% | 12% | / | -3% | 0 | 681 | / | 2% | -4% | -3%
Cc1nnc(SCC(=O)NC2CC2)n1CC1CCCO1 (stereo not drawn)
→ -4% | 3% | -0.1% | 3% | 4 | 737 | -0.4% | 20% | 3% | -7%
O=c1c(O[C@@H]2O[C@H](CO)[C@@H](O)[C@H](O)[C@H]2O)c(-c2ccc(O)c(O)c2)oc2cc(O)cc(O)c12
→ 3% | -1% | -2.3% | -2% | -42 | 741 | -3.0% | 100% | -15% | -2%
O=C(Nc1cc(S(=O)(=O)N2CCCCC2)ccc1O)c1ccccc1NS(=O)(=O)c1ccc(F)cc1
→ 3% | 8% | -5.6% | ? | 4 | 641 | -1.3% | 1% | 10% | 4%
CC(=O)Nc1c2c(nn1-c1cccc(Cl)c1)CS(=O)C2 (stereo not drawn)
→ 2% | 8% | -1.3% | -3% | / | / | -0.2% | 1% | -9% | -11%
CC(=O)C1=C(O)C(=O)N(c2ccc(O)cc2)C1c1ccccc1F (stereo not drawn)
→ / | 5% | / | / | 1 | 845 | / | -1% | 11% | -7%
Cc1ccc(N2CC3=C(C2=O)C(c2ccccc2)NC(=O)N3C)cc1 (stereo not drawn)
→ 4% | -8% | -3.2% | 1% | / | / | 0.4% | 0% | 3% | -6%
O=C(CSc1c2c(nc3ccc(Cl)cc13)CCCC2)NCCCN1CCOCC1
→ 6% | 14% | -1.7% | 4% | -29 | 723 | -0.2% | -3% | 11% | -7%
COc1cccc(COCCN2CCN(S(=O)(=O)c3ccc(C)cc3)CCC2=O)c1
→ -5% | -6% | -0.7% | 1% | 1 | 701 | -3.2% | 5% | -4% | -2%
Cc1cc(C)nc(NC(N)=S)n1
→ 1% | 9% | / | 4% | -4 | 712 | / | 11% | -9% | -10%
O=C(CSc1nnc(NC(=O)c2c(F)cccc2F)s1)NCc1ccccc1
→ / | 4% | / | / | 17 | 754 | / | 7% | -2% | -7%
Cc1ccc(-c2cc(C)nc3nc(N)nn23)cc1
→ -41% | 4% | -25% | -3% | 1 | 797 | 2.1% | -2% | 27% | -2%
CC(=O)C1=C(C)OC(N)=C(C#N)C1c1cccc([N+](=O)[O-])c1 (stereo not drawn)
→ 1% | 6% | -7.2% | -8% | 16 | 678 | -2.4% | -6% | -11% | -4%
C#CCOc1ccc(OC)cc1C(c1c(C)[nH][nH]c1=O)c1c(C)[nH][nH]c1=O
→ / | -6% | / | / | 4 | 835 | / | -5% | 5% | -10%
CCc1ccc(OCC(=O)NC(C)(C)C)cc1
→ -2% | -4% | -4.8% | 0% | 9 | 679 | 4.4% | -4% | 11% | 0%
S=c1[nH]nc(NCCc2ccccc2)s1
→ 30% | -2% | -6.1% | 2% | 0 | 749 | -1.1% | -3% | 5% | 2%
CN(C)S(=O)(=O)c1cccc(C(=O)Nc2ccc3c(c2)CCC3)c1
→ / | -119% | / | / | 8 | 795 | / | 1% | 1% | -1%
CC(=O)c1ccc(NC(=O)CCn2c(=O)oc3ccccc32)cc1
→ -3% | -1% | -5.0% | 3% | / | / | 0.1% | 1% | 0% | -4%
CCOC(=O)C1CCN(CC(=O)c2c(C)[nH]c3cc(C)ccc23)CC1
→ 2% | 0% | -7.2% | 1% | / | / | -1.5% | 0% | 17% | -6%
COC(C(=O)N/N=C(\C)CC(=O)Nc1ccc(N(C)C)cc1)c1ccccc1 (stereo not drawn)
→ 9% | -8% | -5.0% | 3% | 2 | 743 | 0.7% | 2% | -10% | -8%
Cc1ccccc1OCCn1c(=S)[nH]c2c(N)ncnc21
→ / | 15% | / | / | / | / | / | 12% | -21% | -3%
NC(=O)CC(NC(=O)Cc1cccc2ccccc12)c1ccc(NCc2cc(F)ccc2F)c([N+](=O)[O-])c1 (stereo not drawn)
→ -3% | -10% | / | 1% | -7 | 733 | / | 35% | 5% | -3%
CC(NS(=O)(=O)c1ccccc1)C(=O)NCCc1ccccn1 (stereo not drawn)
→ -7% | -32% | -4.1% | 4% | 19 | 642 | -1.3% | 0% | -14% | -5%
Cc1cccc(NC(=O)c2sc(Cl)nc2-c2ccccc2)c1
→ -2% | -25% | -3.2% | 6% | 2 | 790 | 0.7% | -6% | 4% | 2%
COc1ccc(C(=O)OCC[N+]2(C)CCCCC2)cc1
→ 11% | -4% | -3.2% | 21% | -22 | 618 | 1.1% | 0% | 8% | -6%
O=C(Nc1n[nH]c(C(F)(F)F)n1)c1cccs1
→ -2% | -12% | / | 0% | -3 | 766 | / | 1% | -3% | -4%
Cc1cccc(C)c1NC(=S)N1CCCN(Cc2ccc(F)cc2)C1
→ 3% | -6% | -7.6% | 20% | -18 | 744 | -1.6% | -3% | 5% | -3%
CCCCNC(=O)N(CC)c1c(N)n(Cc2ccccc2)c(=O)[nH]c1=O
→ 0% | 8% | -6.1% | 0% | -12 | 693 | 0.8% | 6% | 1% | -2%
COCCNC(=O)CN1C(=O)COc2ccc(S(=O)(=O)N3CC(C)CC(C)C3)cc21 (stereo not drawn)
→ / | 16% | / | / | -38 | 781 | / | 2% | 21% | -9%
O=C(c1ccco1)N1CCN(S(=O)(=O)c2ccc(S(=O)(=O)NC3CCCCC3)cc2)CC1
→ -11% | -2% | -3.7% | 7% | / | / | -0.9% | -2% | 4% | -9%
C/[N+]([O-])=C\C1C(=O)CC(C)(C)CC1=O
→ 1% | 14% | -3.1% | 4% | -47 | 714 | -0.3% | 1% | 4% | -4%
Cc1[nH]c2ccccc2c1C(=O)COC(=O)c1ccc[n+]([O-])c1
→ 0% | -6% | / | 11% | -5 | 663 | / | -7% | 2% | -10%
O=C1c2ccccc2C(=O)N1CCCn1ccnc1
→ / | 0% | / | / | -2 | 843 | / | 3% | 14% | -7%
COc1ccc(-n2cc(-c3ccc(OC)c(OC)c3)[nH]c2=S)cc1
→ -3% | -58% | -4.0% | 8% | 3 | 668 | 1.1% | 5% | 13% | -7%
CCn1c(C)c(C)c2cc(C(=O)NCCCN3CCCCC3C)ccc21 (stereo not drawn)
→ / | 1% | / | / | -6 | 690 | / | 1% | 4% | -9%
O=C(O)c1cccc(S(=O)(=O)N2CCCC(c3nc4c(nnn4Cc4ccc(F)cc4)c(=O)[nH]3)C2)c1 (stereo not drawn)
→ / | -9% | / | / | 4 | 812 | / | 2% | -1% | 1%
Cc1nc(Nc2ccc(Cl)c(Cl)c2)sc1C(=O)Nc1ccccc1
→ 16% | 12% | -1.6% | 4% | 13 | 603 | -2.2% | -2% | 29% | 6%
S=c1[nH]nc(C2CCCCC2)n1Cc1ccccc1
→ / | 2% | -3.7% | / | 12 | 761 | 0.1% | 3% | -2% | -8%
Cc1ccc(S(=O)(=O)Oc2ccccc2/C=N/N=C(N)N)cc1
→ 4% | 19% | -10% | 2% | -1 | 585 | -3.3% | -1% | -6% | -10%
CCN(CC(=O)Nc1ccc(NC(C)=O)cc1)C(=O)CCN1C(=O)c2cccc([N+](=O)[O-])c2C1=O
→ / | -3% | / | / | -20 | 667 | / | -4% | 0% | -2%
COc1ccc2c(c1)oc(=O)c1cc(OC)ccc12
→ 2% | -87% | 3.9% | 0% | 27 | 656 | -0.5% | 3% | 38% | -9%
Cc1ccc(CNC(=O)CN2C(=O)c3ccccc3S2(=O)=O)cc1
→ / | -10% | / | / | -12 | 806 | / | 3% | -14% | -5%
c1ccc(CCn2nnnc2CN2CCc3ccccc32)cc1
→ 2% | -12% | -14% | 4% | / | / | 0.3% | 1% | -6% | -2%
CCOc1ccc(NCc2ccccc2OCc2cccc(F)c2)cc1
→ 0% | 10% | 5.6% | 22% | 0 | 665 | 0.1% | 16% | -2% | 0%
CSc1ccc(/C=C(/NC(=O)c2ccco2)C(=O)NCc2ccco2)cc1
→ / | 2% | / | / | -7 | 637 | / | 4% | ? | -2%
C#Cc1cccc(NC(=O)C2CCN(C(C)=O)CC2)c1
→ -5% | 8% | -0.5% | 10% | 16 | 678 | -0.9% | -1% | 8% | -2%
CC1CCN(Cc2c(C(=O)N/N=C/c3ccccc3O)nnn2-c2nonc2N)CC1
→ / | 50% | / | / | -51 | 763 | / | 0% | 20% | 2%
COc1ccc(CCNC(=O)CCn2c(=O)oc3ccccc32)cc1
→ 1% | -9% | -5.5% | 6% | 14 | 665 | -1.7% | 2% | 11% | -6%
CN(Cc1ccccc1)C(=C(Cl)Cl)/C(=C1/NCCN1C)[N+](=O)[O-]
→ 9% | -1% | -2.8% | 1% | 4 | 691 | -0.9% | 0% | 4% | -1%
CCc1cc2c(SCC(=O)c3ccccc3)ncnc2s1
→ 1% | -37% | -1.9% | -4% | 1 | 751 | -0.7% | -8% | -1% | -1%

This is a subset, so the mix of outcomes need not match the whole.
